# Compound activity from PubChem BioAssay.
# PvdQ acylase: blocks Pseudomonas aeruginosa PvdQ acylase activity. purified PvdQ acylase, fluorescence plate reader. inhibition, % at 10 µM. 0.063% of 340,000 active. AID 488965; in the data active = inhibition above about 30%, passing the limit was not always enough; inconclusive = no clear call, values can overlap the other calls;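 note: 0% = vehicle neutral wells and 100% = reference inhibitor wells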
# MITF TRPM1 HTS: MITF TRPM1 promoter activation in melanoma cells; SK-MEL-5 TRPM1-promoter luciferase, 24 h; % of positive control, neutral wells = 0; activation, % at 12.5 µM; 0.75% of 300,000 active; AID 588334;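 active = mean activation of at least 80% with every replicate also reaching 80%; inconclusive = mean reaches 80% but some replicate falls short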;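 note: 0% = neutral control wells and 100% = parthenolide positive control wells; values of inactives mirror those of a sister screen read the other way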
# NSD2 inh: blocks human histone methyltransferase NSD2; NSD2 peptide methylation, AlphaScreen, 120 min; O96028; inhibition, % at 12.5 µM; 0.54% of 310,000 active; in the data active = inhibition above about 50%
# dFosB act: mouse delta FosB homodimer activation; purified delta FosB, TAMRA-CDK5 oligo fluorescence polarization; percent of positive-control signal above neutral wells; activation, % at 25 µM; 0.99% of 340,000 active;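 active = mean activation above about 17%, with every replicate also reaching it, limit read from the data, passing the limit was not always enough; inconclusive = only one of the two conditions met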;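 note: fluorescence polarization rise as delta FosB binds a TAMRA Cdk5 AP-1 oligo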
# Target sequence (P13346 whole entry, looked up): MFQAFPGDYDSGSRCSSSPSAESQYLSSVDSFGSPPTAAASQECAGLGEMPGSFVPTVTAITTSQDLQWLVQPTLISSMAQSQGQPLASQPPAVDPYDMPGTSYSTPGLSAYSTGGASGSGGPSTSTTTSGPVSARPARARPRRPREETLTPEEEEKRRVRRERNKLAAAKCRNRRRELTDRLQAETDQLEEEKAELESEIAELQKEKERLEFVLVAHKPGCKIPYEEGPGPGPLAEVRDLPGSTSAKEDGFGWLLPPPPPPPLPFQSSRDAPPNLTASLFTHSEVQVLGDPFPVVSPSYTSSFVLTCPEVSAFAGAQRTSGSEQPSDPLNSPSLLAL
# CAL PDZ FP-1: human CAL PDZ-peptide interaction inhibition; inhibition, % at 20 µM; AID 504414; 0.02% of 330,000 active; purified CAL PDZ, TMR-peptide fluorescence polarization, 1 h;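 active = highest replicate inhibition of at least 40%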;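 note: plate controls were DMSO neutral control wells for no effect and unlabeled competitor peptide control wells for full effect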
#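 Control set: unlabelled peptide and DMSO controls / Material: purified CerCALP PDZ construct / Timing: 1 h incubation at room temperature before polarization reading / Doses: 20 µM, one dose / Detection: fluorescence polarization (mP)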
# Rtt109 HAT inh: inhibitors of Candida albicans Rtt109/Vps75 histone acetyltransferase; Q5AAJ8; purified Rtt109/Vps75, ThioGlo CoA-SH fluorescence, 4 h; inhibition, % at 34.9 µM; 0.16% of 330,000 active; AID 540336;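 active = inhibition of at least 50% in every replicate; inconclusive = best replicate reaches 50% inhibition but some replicates fall short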
# Target sequence (Q5AAJ8 whole entry, looked up): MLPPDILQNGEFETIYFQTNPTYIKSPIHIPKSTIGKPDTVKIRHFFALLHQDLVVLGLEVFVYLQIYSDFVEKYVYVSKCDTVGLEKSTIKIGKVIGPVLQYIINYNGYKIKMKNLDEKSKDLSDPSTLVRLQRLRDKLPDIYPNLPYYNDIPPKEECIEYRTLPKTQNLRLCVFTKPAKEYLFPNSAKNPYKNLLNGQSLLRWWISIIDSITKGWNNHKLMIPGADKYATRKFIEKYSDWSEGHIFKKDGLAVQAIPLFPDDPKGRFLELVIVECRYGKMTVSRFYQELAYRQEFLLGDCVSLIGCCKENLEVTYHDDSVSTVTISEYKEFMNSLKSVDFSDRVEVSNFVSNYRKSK
# CAL PDZ FP-2: CAL PDZ (human) peptide binding inhibition; inhibition, % at 24.9 µM; purified CAL PDZ, TMR-peptide fluorescence polarization, 1 h; Q9HD26; 0.92% of 300,000 active; AID 602252;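 active = mean inhibition of at least 30% with at least half of replicates also reaching 30%; inconclusive = no clear call, values can overlap the other calls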;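 note: 0% = DMSO neutral control and 100% = excess unlabeled competitor peptide PRC23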
# PfHsp90 yeast 2: inhibits growth of yeast expressing Plasmodium falciparum Hsp90. S. cerevisiae expressing PfHsp90, BacTiter-Glo ATP, 48 h; yeast lacking PDR1 and PDR3 efflux regulators. inhibition, % at 9.4 µM. 0.32% of 310,000 active. AID 504621;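 active = every replicate shows inhibition above about 80%, whatever the replicate mean, limit read from the data; inconclusive = mean inhibition reaches the set limit but some replicate falls short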;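 note: 0% = DMSO neutral controls and 100% = 20 µM radicicol positive controls; yeast relying on Plasmodium falciparum Hsp90 in place of its own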
# SR-BI HDL uptake: blocks mouse SR-BI lipid uptake from DiI-HDL; ldlA[mSR-BI] CHO cells, DiI-HDL uptake fluorescence, 3 h; inhibition, % at 12.5 µM; 0.96% of 320,000 active; AID 488896;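 active = mean replicate inhibition of at least 70% and a set share of replicates each scoring 70 or more; inconclusive = meets just one of the two criteria; inactive = fails both criteria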;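 note: 0% = median of neutral control wells and 100% = median of positive control wells; values of inactives mirror those of a sister screen read the other way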
# SR-BI DiI-HDL act: activators of SR-BI mediated HDL lipid uptake; CHO ldlA[mSR-BI] cells, DiI-HDL uptake fluorescence, 3 h; 100 = double the neutral-control signal; activation, % at 12.5 µM; 0.096% of 320,000 active;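 active = mean replicate activation of at least 60% and every replicate at or above 60%; inconclusive = mean or all-replicate condition met, but not both; inactive = mean below 60% and not all replicates reaching 60%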;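 note: 0% = median plate neutral-control signal and 100% = twice that signal; values of inactives mirror those of a sister screen read the other way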
#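 Test system: SR-BI-overexpressing, LDLR-lacking CHO cells; Also added: labelled HDL, 10 µg/mL; Measured by: bottom-read cell fluorescence after medium removal, ex 550/em 595 nm; Timing: 3 h uptake period with compound, 37 °C; Buffer or medium: F12, 0.5% BSA, 25 mM HEPES; Doses: single compound concentration, delivered by pin transfer.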
# Starred values were filed as active, the others as inactive; ? = inconclusive; . = no result given.
PvdQ acylase	SR-BI DiI-HDL act	PfHsp90 yeast 2	NSD2 inh	Rtt109 HAT inh	SR-BI HDL uptake	MITF TRPM1 HTS	dFosB act	CAL PDZ FP-1	CAL PDZ FP-2	Molecule
2.6	-11.1	5.0	-7.7	9.6	11.1	53.1	0.5	0.4	4.0	CC(=O)Oc1ccc(NC(=O)CSc2ccccc2)cc1
-4.7	25.6	-1.1	-0.4	-6.8	-25.6	-9.0	1.1	0.4	-5.0	COC(=O)/C(=C/c1c[nH]c2ccccc12)NC(C)=O
7.6	-3.8	-3.5	-3.4	-0.8	3.8	4.8	-1.9	0.4	-2.8	O=C(CN1C(=O)NC2(CCCCCC2)C1=O)NC1CC1
-18.7	14.6	4.3	.	-6.7	-14.6	.	1.1	-0.8	.	CCCNC(=O)Cn1c2ccccc2c2nc(=O)cc(C)n21
-8.7	-5.5	-12.9	-0.6	-2.4	5.5	-59.2	-23.1	-1.9	-2.7	C=CCn1c(COc2ccccc2)nnc1SC(C)C(=O)N/N=C/c1cc(Cl)ccc1O (stereo unspecified)
-9.8	-17.7	26.9	-2.5	-0.2	17.7	3.0	-12.0	.	-4.7	O=C(Nc1ccccc1F)c1cc(S(=O)(=O)N2CCCCC2)cs1
3.2	-27.6	-3.8	-0.5	2.7	27.6	-6.4	0.3	-0.8	-0.3	COC(=O)c1[nH]c2cc(OC)ccc2c1NC(=O)c1c(F)cccc1F
-10.7	23.4	10.9	2.2	0.2	-23.4	6.4	2.9	0.4	-0.6	CC(=O)NC1=NN(C(C)=O)C(C)(c2ccc(C)o2)S1 (stereo unspecified)
14.4	7.6	-5.0	-2.5	12.8	-7.6	-3.7	-5.0	0.1	-0.5	CCC(C)[C@H](NC(=O)NCCCOC(C)C)C(=O)OC (stereo partly specified)
1.6	-9.9	-6.3	2.7	28.5	9.9	8.8	-1.4	-1.7	-3.8	O=S(=O)(Nc1ncccn1)c1ccc(NC(=S)Nc2ccccc2)cc1
12.5	-12.8	1.5	1.2	5.1	12.8	-5.0	-2.6	0.7	.	Cc1ccc(CNC(=O)CS(=O)(=O)Cc2nc(-c3ccc(C)cc3)oc2C)cc1
7.8	16.2	27.8	-1.1	.	-16.2	.	-4.1	-3.8	-2.6	CCC(=O)N1CCc2cc(S(=O)(=O)NCCC(=O)N3CCN(c4ccccn4)CC3)ccc21
-8.9	-3.0	-12.3	.	-4.3	4.7	-4.8	9.7	-0.7	1.2	O=C(Nc1ccccc1)c1nc[nH]c1C(=O)NCCCNC(=O)c1[nH]cnc1C(=O)Nc1ccccc1
-11.6	-81.7	-2.1	-31.3	-7.0	81.7*	-6.5	?	-3.1	-1.4	O=C(N/N=C/c1ccc(OC(F)F)cc1)c1ccc(CSc2nc3ccccc3[nH]2)cc1
-10.6	-3.6	-21.5	25.3	-3.3	3.6	-11.5	0.9	0.7	0.4	O=[N+]([O-])c1cc(F)c(N2CCCCC2)cc1N1CCOCC1
-0.7	6.5	-3.1	1.1	-5.2	-6.5	-7.8	-4.6	-0.2	.	Cc1ccccc1C(=O)Nc1ccc2c(c1)OCCO2
-18.2	-0.6	14.0	1.4	-4.3	0.6	-3.9	-2.3	-1.4	2.1	CC(=O)c1ccc(OCc2cc(C(=O)N3CCN4CCCC4C3)no2)cc1 (stereo unspecified)
1.9	-14.1	-29.5	1.0	48.4	14.1	-20.7	-31.3	9.9	55.8*	COc1ccc(NC(=O)c2cc3c(-c4ccc(OC)c(OC)c4)nn(C)c3s2)cc1OC
7.1	-4.3	.	-0.1	-4.9	4.3	-3.1	4.5	-0.9	.	Cc1cc(NC(=O)COC(=O)c2ccccc2O)no1
-3.3	3.7	10.3	1.5	5.7	-3.7	.	-0.2	-0.1	-2.5	CCOC(=O)c1c(O)c(O)c(C(=O)OCC)n1-c1ccccc1
-0.8	8.0	7.1	-1.1	6.6	-8.0	-65.9	-2.4	-0.5	-4.2	CC(C)(C)c1ccc(C(=O)O/N=C(\N)c2ccccc2)cc1
7.8	-2.7	6.0	.	5.6	2.7	-9.8	-11.0	-0.8	.	CCc1c(-c2ccccc2)nc2nc(C)c(C)nn12
1.1	12.9	-5.4	2.0	5.3	-12.9	17.6	-2.3	0.5	-1.3	CCCCNC(=S)NNC(=O)c1csc(C)c1C
4.1	-29.2	-10.1	-1.2	-27.0	29.2	-2.3	3.2	-0.3	-0.5	CCOc1ccc(CCNC(=O)C2CCN(S(=O)(=O)N3CCCCC3)CC2)cc1OCC
-8.1	-0.2	12.3	-0.5	5.9	0.2	2.0	2.9	-1.3	-5.1	Cc1ccc(NC(=O)C(OC(=O)c2ccccc2Cl)c2ccccc2)cc1Cl (stereo unspecified)
-6.1	-69.8	-3.5	3.0	-0.5	69.8	.	52.1*	-1.9	-1.4	COc1cc2c(cc1OC)C(c1ccc(-c3ccc(Cl)c(Cl)c3)o1)=NCC2
-7.5	-23.5	9.3	-1.5	9.2	23.5	-5.1	-5.1	-1.2	-1.0	O=C(Nc1ccccc1C(=O)NCC1CCCO1)c1ccc(Cl)cc1Cl (stereo unspecified)
-16.7	-11.8	-14.6	-7.5	-8.5	11.8	.	-1.9	-0.6	.	CCN(CC)c1ccc(/C=N/NC(=O)c2ccccn2)cc1
-20.7	-32.5	-3.7	-1.2	-6.9	32.5	-12.3	-1.5	-0.1	9.5	Cc1ccc(C(=O)Nc2ccc(Oc3cccc(C(F)(F)F)c3)nc2)cc1
1.8	23.3	3.4	0.3	3.8	-23.3	-1.8	0.6	-0.5	.	CCO/C(C)=C1\C(=O)Nc2ccccc21
6.5	-4.1	-4.6	.	-2.0	4.1	7.0	-5.8	-0.7	-1.2	CCn1cc(C(=O)NCCC(C)C)c(=O)c2cc(S(=O)(=O)N3CCCCC3)ccc21
3.3	-10.3	-88.5	.	0.5	10.3	-6.3	-13.3	-1.5	-5.9	CCOC(=O)c1c(C)[nH]c(C(=O)Cn2c(=O)c3c(ncn3CC)n(Cc3ccccc3)c2=O)c1C
-0.7	-20.5	-16.8	-1.4	8.2	20.5	-24.4	-21.9	3.3	-4.0	COc1cc(/C=C/c2ccc3cccc(O)c3n2)ccc1O
2.6	-9.4	0.7	-0.6	.	9.4	-6.8	-9.5	-4.7	-1.9	CC1Sc2ccc(Cl)cc2-c2nc(N)ncc21 (stereo unspecified)
0.6	20.7	-0.7	.	-7.4	-20.7	.	-8.3	-0.5	-6.9	Cc1oc(-c2cccs2)nc1CS(=O)CC(=O)NCCc1ccccc1 (stereo unspecified)
-9.7	-0.6	.	0.6	-2.0	0.6	17.5	-6.9	0.3	1.0	CCOC(=O)C1=C(COC(=O)/C=C/c2ccccc2)NC(=O)NC1C (stereo unspecified)
-7.5	5.5	-0.8	11.9	0.2	-5.5	.	-1.2	-1.1	3.8	O=C(CNCCc1ccc(F)cc1)Nc1cc(F)ccc1F
-4.3	6.1	5.7	-0.7	-3.4	-6.1	-3.5	1.3	0.2	-0.5	O=C1OCC(CC2=C(O)C(=O)OC2)=C1O
-2.4	4.8	9.8	-1.8	6.7	-4.8	-6.5	-8.3	-14.4	0.2	Cc1cccc(N(CC(=O)N2CCN(c3ccccc3F)CC2)S(C)(=O)=O)c1
4.9	8.6	-12.6	.	1.4	-8.6	-6.6	-4.9	-1.0	1.3	COC(=O)[C@]1(C)N[C@H](CN(C)C(=O)C2CCCCC2)[C@@H]2C(=O)N(C)C(=O)[C@@H]21
9.5	-10.4	5.2	3.4	9.8	10.4	36.3	-4.6	-1.2	-2.5	CSc1nsc(SCC(=O)Nc2ccc(F)cc2)n1
-14.9	11.3	20.2	-1.8	-15.3	-11.3	-0.9	0.4	-2.0	7.0	COc1ccc(COC(=O)CCN=C2NS(=O)(=O)c3ccccc32)cc1F
-2.8	12.7	-2.1	-2.0	2.7	-12.7	-2.6	-1.9	0.2	-2.3	COCCNC(=S)N1CCC(Cc2ccccc2)CC1
-1.9	-31.9	-0.2	-1.0	6.2	31.9	-13.9	19.9*	-1.9	-2.5	Cc1ccccc1OCc1nnc(SCC(=O)Nc2ccc3nc(SCC(=O)Nc4ccccc4)sc3c2)n1C
-0.6	-5.3	.	0.7	-4.0	5.3	0.7	-2.4	0.0	-2.5	COc1ccc(OC)c(NC(=O)c2ccc(S(=O)(=O)N3CCN(C)CC3)cc2)c1
4.7	6.5	6.0	19.4	-8.1	-6.5	.	-6.8	-2.7	-2.7	CCOC(=O)/C=C1\Nc2ccccc2SC1=O
-12.7	-18.6	7.9	1.9	-8.8	18.6	-4.5	-2.7	-2.1	-0.1	O=C(c1ccco1)N1CCN(c2ncnc3c2nnn3Cc2ccccc2Cl)CC1
-7.9	-28.4	8.2	-5.6	-3.5	28.4	-3.6	-1.4	0.2	-1.0	CCc1nn(CC(=O)NCCCN2CCOCC2)c(=O)c2cc3cc(F)ccc3n12
-7.1	20.0	7.6	-0.2	-0.6	-20.0	-0.6	1.7	-1.4	-2.9	CC(NC(=O)CNC(=O)c1ccc2c(c1)OCO2)c1ccc(S(N)(=O)=O)cc1 (stereo unspecified)
3.7	22.5	-2.3	.	9.1	-22.5	-14.3	12.1	-1.3	-2.5	CC(C)C(NC(=O)C1CCCCC1)C(=O)NC1CCCC(C)C1C (stereo unspecified)

# Next records:
PvdQ acylase	SR-BI DiI-HDL act	PfHsp90 yeast 2	NSD2 inh	Rtt109 HAT inh	SR-BI HDL uptake	MITF TRPM1 HTS	dFosB act	CAL PDZ FP-1	CAL PDZ FP-2	Molecule
20.9	-8.8	3.7	-3.1	-8.4	8.8	-3.7	1.1	-0.6	-4.1	CC(C)Cn1c(Br)nc2c1c(=O)n(CCC#N)c(=O)n2C
-3.5	-19.1	17.7	.	8.5	19.1	.	-8.6	-3.0	-0.4	CCOC(=O)N1CCN(C(=O)CSc2nc(-c3cccc(C)c3)ns2)CC1
-0.5	-12.5	3.2	-1.5	85.6*	12.5	6.3	2.1	0.0	-2.4	Cc1ccccc1N1C(S)=C(C#N)C(=O)NC12CCCCC2
-14.3	6.7	.	-1.9	3.5	-6.7	-15.9	-4.1	-0.2	-3.0	CCOC(=O)C1CCCN(C(=O)N2CCOCC2)C1 (stereo unspecified)
11.8	26.8	.	0.4	-0.5	-26.8	18.4	3.9	-1.0	-5.3	CCn1nnnc1NCc1ccc(N2CCCC2)cc1
-6.5	3.4	.	1.9	-3.1	-3.4	-14.8	-5.9	-2.8	-0.6	CCOC(=O)CC(NC(=O)Cn1nnc(-c2ccccc2F)n1)c1ccccc1Cl (stereo unspecified)
